GSK3A inh – human GSK-3 alpha kinase inhibition | ADP-Glo luminescence, 60 min | inhibition, % at 10 µM | 320,000 tested, 0.1% active;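 in the data active = inhibition above about 50%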;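 also: GST-tagged GSK-3 alpha with peptide substrate and 25 µM ATP; 0% = DMSO neutral wells and 100% = GW8510 positive control wells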
KCNK3 inh – human KCNK3 channel inhibition, primary screen; B-score at 10 µM; CHO-KCNK3 thallium flux, FluxOR fluorescence; stronger effect = lower value; 340,000 tested, 0.84% active; O14649;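 active = B-score under library mean minus 4 SD, starting fluorescence ratio at most library mean plus 5 SD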;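 also: more negative B-score means stronger inhibition of thallium flux through KCNK3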
hERG protect – compounds protecting human hERG from proarrhythmic drug block. Q12809. CHO-hERG, FluxOR thallium flux, dofetilide IC70 present. activation (rescue from dofetilide block), less the hit threshold, % at 10 µM. 310,000 tested, 0.51% active. AID 1511;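 active = activation above the mean of controls blocked by dofetilide plus 5 SD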;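 also: thallium influx through hERG after potassium depolarization seen as dye fluorescence rise; in these data hits start at about 4.7%; inactives centre near -7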
KCNQ1 pot – human KCNQ1 channel potentiation or activation. B-score at 10 µM. P51787. CHO-K1 KCNQ1, thallium flux FluxOR fluorescence; stronger effect = higher value. 310,000 tested, 0.35% active;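 active = fluorescence ratio B-score, a plate-corrected score, at least three library SD, with initial intensity B-score within 5 SD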
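Doses: Single concentration per compound, DMSO matched to controls | Test system: KCNQ1-transfected CHO-K1 cells | Timing: 90 min dye loading and 20 min compound exposure, both at room temperature | Measured by: Kinetic FluxOR thallium fluorescence, 10-s 1-Hz baseline, 110-s post-stimulus read | Medium: Assay buffer with matched DMSO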
KCNQ1 inh – blocks the human KCNQ1 potassium channel | P51787 | CHO-K1 KCNQ1, FluxOR thallium flux fluorescence; stronger effect = higher value | B-score at 10 µM | 310,000 tested, 1.3% active;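 active = compounds whose thallium flux B-score, printed positive for inhibition, exceeds three library SD while starting fluorescence stays within three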;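 also: channel opened by potassium depolarization with thallium stimulus after 20 min compound exposure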
HDAC3 inhib – blocks human histone deacetylase 3; inhibition, % at 8.3 µM; AID 2718; O15379; recombinant HDAC3, fluorogenic peptide/trypsin coupled, fluorescence; 320,000 tested, 0.15% active; in the data active = inhibition above about 26%, passing the limit was not always enough; inconclusive = no clear call, values can overlap the other calls
KCNK9 inh – inhibitors of human KCNK9 two-pore domain potassium channel; Q9NPC2; HEK293 KCNK9, FluxOR thallium flux fluorescence; stronger effect = lower value; B-score at 10 µM; 310,000 tested, 1.2% active; AID 488922;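 active = ratio B-score over 3 SD below the library mean, with starting fluorescence within 5 SD of its mean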;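 also: negative B-score means less thallium flux so channel inhibition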
Target sequence (Q9NPC2 whole entry, looked up, the tested form may be a part): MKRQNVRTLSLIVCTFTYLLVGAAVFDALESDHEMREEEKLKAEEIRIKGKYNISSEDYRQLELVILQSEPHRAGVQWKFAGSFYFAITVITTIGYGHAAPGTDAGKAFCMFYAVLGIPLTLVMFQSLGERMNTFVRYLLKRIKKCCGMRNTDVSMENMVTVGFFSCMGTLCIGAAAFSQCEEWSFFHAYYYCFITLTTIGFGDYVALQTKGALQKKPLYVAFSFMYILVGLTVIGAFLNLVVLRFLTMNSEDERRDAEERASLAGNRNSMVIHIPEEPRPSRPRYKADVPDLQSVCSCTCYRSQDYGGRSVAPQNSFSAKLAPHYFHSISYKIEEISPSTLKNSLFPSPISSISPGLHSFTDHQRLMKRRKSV
RGS4 pot – potentiators or activators of RGS4; HEK293 M3R/inducible RGS4, carbachol calcium flux Fluo4; stronger effect = lower value; B-score at 10 µM; 310,000 tested, 0.92% active;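 active = B-score of the integrated calcium signal more than 4 SD below the library mean, with starting fluorescence not abnormally high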;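 also: negative B-score means reduced calcium response which marks RGS4 activation or potentiation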
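Material: Inducible-RGS4 HEK293 cells carrying M3 receptor; also added: carbachol at ECmax as muscarinic agonist stimulus; incubation: compound preincubation 20 min at room temperature before agonist; signal: Fluo4-AM (2 µM) calcium-flux fluorescence, kinetic read; measure: integrated calcium ratio converted to B score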
PolyA inh – blocks polyadenylation in yeast reporter cells. 300,000 tested, 0.02% active. calls only at 12 µM. S. cerevisiae SKY197-pL101 polyadenylation reporter, beta-gal luminescence; efflux-impaired pdr1/pdr3 knockout yeast; score 100 = 6 SD above DMSO;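 active = lowest replicate activity score at least 50, where 100 means six control SD above control mean; inconclusive = lowest score under 50 but half or more replicates reach 50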;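 also: yeast exposed to compound for 9 h at 30 °C; higher score means more reporter readthrough which indicates perturbed polyadenylation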
DYRK1A inh – Dyrk1A (rat) kinase inhibition. 310,000 tested, 0.43% active. Q63470. AID 504441. inhibition, % at 12.5 µM. ADP-Glo luminescence, NFATc1 peptide; in the data active = inhibition above about 50%;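 also: plate controls were vehicle with enzyme for no effect and no enzyme for full effect; many of its hits are not listed in these tables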
GSK3B inh – blocks human GSK3beta kinase activity. P49841. activity score (negative = inhibition), % at 10 µM. GST-GSK3beta kinase, ADP-Glo luminescence, 60 min; stronger effect = lower value. 300,000 tested, 0.038% active;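 active = more than half of replicate wells score below -50%, meaning over 50% inhibition versus plate controls; inconclusive = some replicates but at most half score below -50%; inactive = no replicate scores below -50%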;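 also: 0% = median DMSO wells and -100% = median GW8510 positive control wells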
Target sequence (P49841 whole entry, looked up): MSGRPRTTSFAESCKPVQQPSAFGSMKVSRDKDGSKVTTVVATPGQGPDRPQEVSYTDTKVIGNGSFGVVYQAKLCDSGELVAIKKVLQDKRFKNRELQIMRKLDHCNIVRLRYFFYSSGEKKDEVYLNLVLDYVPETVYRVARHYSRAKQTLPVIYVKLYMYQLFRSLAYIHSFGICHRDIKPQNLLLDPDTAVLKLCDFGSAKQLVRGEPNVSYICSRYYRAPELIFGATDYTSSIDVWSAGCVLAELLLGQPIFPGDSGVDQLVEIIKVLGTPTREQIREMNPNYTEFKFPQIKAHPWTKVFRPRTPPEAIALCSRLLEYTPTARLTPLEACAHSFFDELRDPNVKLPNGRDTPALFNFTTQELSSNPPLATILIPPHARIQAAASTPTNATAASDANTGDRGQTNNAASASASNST
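Test system: GST-fused GSK3beta enzyme, cell-free | Quantity: 1.6 ng GST-GSK3beta enzyme per well | Reagent: 25 µM ATP with peptide substrate | Schedule: 60 min enzyme reaction, room temperature | Signal: Luminescent ADP-Glo measurement of ADP formed | Read-out basis: Score relative to plate controls | Control set: DMSO and 20 µM GW8510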
Numbers without * were called inactive; i = inactive; ? = inconclusive; . = not tested or not shown; & = joins results of further samples.

cpd	structure	GSK3A inh	KCNK3 inh	hERG protect	KCNQ1 pot	KCNQ1 inh	HDAC3 inhib	KCNK9 inh	RGS4 pot	PolyA inh	DYRK1A inh	GSK3B inh
1	N#CCOc1nc(N2CCCC2)nc(N2CCCC2)n1	0.3	i	-7.9	i	i	-4.8	i	i	i	2.1	1.3
2	CC(Oc1ccc(Br)cc1)C(=O)Nc1ccc(N2CCOCC2)cc1N1CCOCC1 (centres undefined)	-1.7	i	-8.6	i	i	-7.9	i	i	i	-5.3	2.1
3	CCOc1ccc(-c2nc[nH]c2[N+](=O)[O-])cc1	-1.7	i	-13.4	i	i	7.4	i	i	i	2.3	-0.4
4	COc1ccc(C=O)cc1COc1ccc(C)cc1[N+](=O)[O-]	-0.2	i	-8.3	i	i	1.1	i	i	i	17.7	-2.8
5	COc1cccc(CNCC(O)(c2ccc(Cl)cc2)c2ccc(Cl)cc2)c1	-3.0	i	-29.4	i	7*	-0.7	-13.4*	i	i	2.7	2.6
6	CCCc1nnc(SCC(=O)N2CCCCC2)n1CCCOC	.	i	-9.5	i	i	-3.2	i	i	i	-2.5	-1.9
7	Cc1nnnn1/C(=C\c1ccccc1)C(=O)OCC(=O)N1CC2(C)CC1CC(C)(C)C2 (centres undefined)	5.0	i	-12.3	i	i	-0.3	i	i	i	0.7	-2.2
8	O=C(Nc1ccc2ccccc2c1)N1CCCN(CCOc2ccccc2)CC1	-2.9	i	-10.2	i	i	-4.4	i	i	i	0.9	-1.0
9	O=C(CSc1ccccc1)N1CCN(c2ccccc2)CC1	1.0	i	-8.6	i	i	11.8	i	i	i	5.3	1.7
10	COc1cc(NC(=O)Cc2c(C(=O)O)[nH]c3ccccc23)cc(OC)c1OC	-1.8	i	-9.6	i	i	1.8	i	i	i	1.2	1.5
11	COCCNC(=O)Cn1nc(C(F)(F)F)c(Br)c1C	1.8	i	0.1	i	i	1.1	i	i	i	-2.5	2.5
12	CCOC(=O)CN1C(=O)NC2(CCCc3ccccc32)C1=O (centres undefined)	-0.3	i	-4.0	i	i	-2.8	i	i	i	-4.8	0.4
13	O=C(CSc1nnnn1C1CCCCC1)Nc1nc2c(s1)CCCC2	2.9	i	-8.2	i	i	-0.5	i	i	i	13.1	-0.7
14	Cc1ccc(-n2nc3c(N4CCC(C(=O)NCCc5ccco5)CC4)nnc(C)c3c2C)cc1	2.6	i	-8.1	i	i	0.6	i	i	i	.	4.2
15	CCOC(=O)CSc1cn2c(n1)CCC2	-1.3	i	-9.0	i	i	?	i	i	i	1.3	1.4
16	O=C(O)C(C(O)c1ccccc1)[n+]1ccccc1 (centres undefined)	-4.2	i	-5.5	i	i	-8.5	i	i	i	-7.1	-0.3
17	CCC(C)(C)NC(=O)C(c1ccc(C)cc1)N(CC1CCCO1)C(=O)CCC(=O)Nc1ccccn1 (centres undefined)	-1.8	i	-6.6	i	i	3.6	i	i	i	-2.0	.
18	COc1ccc(S(=O)(=O)NCc2ccncc2)cc1OC	-1.1	i	-4.2	i	i	-0.7	i	i	i	3.3	-1.0
19	COC(=O)C1=C(C(=O)OC)[C@@H]2N(Cc3ccccc3)c3ccccc3[C@@]23C[C@@H](C(=O)OC)N(C(=O)COCc2ccccc2)C3=N1	-0.8	i	-3.0	i	i	14.1	i	i	i	14.7	-1.6
20	COc1ccccc1N1CCN(CCC(=O)Nc2cccc(Cl)c2)CC1	27.0	i	-11.9	i	i	4.0	i	i	i	3.2	-18.3
21	CC(=O)N1CSCC1C(=O)NNS(=O)(=O)c1cccc(C(F)(F)F)c1 (centres undefined)	-0.7	i	-10.5	i	i	8.3	i	i	i	3.4	0.5
22	Cc1ccc(C)c(S(=O)(=O)NCC(=O)NCc2ccco2)c1	-0.9	i	-15.9	i	i	6.7	i	i	i	1.6	-2.8
23	Cc1cc(=O)oc2cc(OC(C)C(=O)NC3CCCC3)ccc12 (centres undefined)	-3.2	i	-7.0	i	i	-6.7	i	i	i	0.0	-1.3
24	CCCCCn1c(=O)[nH]c2cc(C(=O)NCCCN3CCC(C)CC3)ccc2c1=O	-0.5	i	-11.2	i	i	-2.6	i	i	i	-3.7	-3.0
25	O=C(Nc1ccc(CN2CCOCC2)cc1)c1cccs1	-3.0	i	-9.4	i	i	0.7	i	i	i	-1.8	-0.5
26	CCOC(=O)N/N=C(\c1ccccc1)C(O)c1ccccc1 (centres undefined)	-2.0	i	-8.6	i	i	5.0	i	i	i	.	1.2
27	Cc1nc2ccc(NC(=O)c3cc(S(=O)(=O)N4CCOCC4)ccc3C)cc2s1	0.2	i	-17.5	i	i	2.3	i	i	i	6.2	1.0
28	COC(=O)c1ccccc1NC(=O)Cc1ccccc1OC	1.5	i	-6.4	i	i	-5.8	i	i	i	3.7	-2.9
29	CCOC(=O)N1CCN(c2c(NCCCN(C)c3ccccc3)c(=O)c2=O)CC1	-1.2	i	-10.3	i	i	-1.2	i	i	i	-1.8	-2.3
30	CC(Sc1nc(-c2ccccc2)cc(C(F)(F)F)n1)C(=O)N1CCCC1 (centres undefined)	-2.2	i	-8.7	i	i	-0.8	i	i	i	0.6	0.5
31	N=c1n(CCOc2ccccc2)c2ccccc2n1CCN1CCOCC1	-0.5	i	-6.1	i	i	-5.7	i	i	i	-5.3	-0.7
32	COc1ccc(C(=O)NC(=S)SCC(=O)O)cc1	0.2	i	-3.8	i	i	1.3	i	i	i	1.2	3.2

A stretch from the list above, as a working copy:
cpd	structure	GSK3A inh	KCNK3 inh	hERG protect	KCNQ1 pot	KCNQ1 inh	HDAC3 inhib	KCNK9 inh	RGS4 pot	PolyA inh	DYRK1A inh	GSK3B inh
24	CCCCCn1c(=O)[nH]c2cc(C(=O)NCCCN3CCC(C)CC3)ccc2c1=O	-0.5	i	-11.2	i	i	-2.6	i	i	i	-3.7	-3.0
25	O=C(Nc1ccc(CN2CCOCC2)cc1)c1cccs1	-3.0	i	-9.4	i	i	0.7	i	i	i	-1.8	-0.5
26	CCOC(=O)N/N=C(\c1ccccc1)C(O)c1ccccc1 (centres undefined)	-2.0	i	-8.6	i	i	5.0	i	i	i	.	1.2
27	Cc1nc2ccc(NC(=O)c3cc(S(=O)(=O)N4CCOCC4)ccc3C)cc2s1	0.2	i	-17.5	i	i	2.3	i	i	i	6.2	1.0
28	COC(=O)c1ccccc1NC(=O)Cc1ccccc1OC	1.5	i	-6.4	i	i	-5.8	i	i	i	3.7	-2.9
29	CCOC(=O)N1CCN(c2c(NCCCN(C)c3ccccc3)c(=O)c2=O)CC1	-1.2	i	-10.3	i	i	-1.2	i	i	i	-1.8	-2.3
30	CC(Sc1nc(-c2ccccc2)cc(C(F)(F)F)n1)C(=O)N1CCCC1 (centres undefined)	-2.2	i	-8.7	i	i	-0.8	i	i	i	0.6	0.5

(cont.)
cpd	structure	GSK3A inh	KCNK3 inh	hERG protect	KCNQ1 pot	KCNQ1 inh	HDAC3 inhib	KCNK9 inh	RGS4 pot	PolyA inh	DYRK1A inh	GSK3B inh
33	CN1CCN(C2=Cc3ccccc3Sc3cc(F)c(F)cc32)CC1	1.3	i	-22.4	i	i	3.4	i	i	i	4.2	0.9
34	CCOc1ccc(NS(=O)(=O)c2cc(Cl)ccc2OC)cc1	-0.3	i	-4.4	i	i	10.0	i	i	i	2.7	2.9
35	COc1ccccc1C(=O)C1Nc2ccccc2-c2nnc(SC)nc2O1 (centres undefined)	.	i	-20.4	i	i	3.4	i	i	i	2.9	-4.3
36	Cc1ccccc1NC(=S)N(CCN(C)C)C(C)c1cccnc1 (centres undefined)	0.8	i	-5.5	i	i	-5.8	i	i	i	-7.7	1.5
37	N/C(=N\N=C\c1cccc([N+](=O)[O-])c1)c1nonc1N	0.3	i	-4.2	i	i	3.0	i	i	i	.	-0.8
38	O=C(NCc1ccccc1Br)c1ccco1	-1.7	i	-9.7	i	i	-11.4	i	i	i	2.3	2.5
39	O=C(NC(=S)Nc1cnc2ccccc2c1)c1ccccc1	1.5	i	-7.7	i	i	6.9	i	i	i	2.4	2.8
40	O=C(NCCCN1CCOCC1)C1CCC(=O)N1CCc1ccccc1 (centres undefined)	-0.7	i	-8.0	i	i	-0.4	i	i	i	0.1	1.9
41	NC(=O)c1cccc2cc3ccccc3cc12	7.8	i	-1.9	i	i	-1.2	i	i	i	1.5	-0.7
42	CCOCCOC(=O)c1[nH]c2c(c1C)C(=O)CC(c1cccs1)C2 (centres undefined)	-0.8	i	-10.3	i	i	2.5	i	i	i	9.0	2.0
43	O=C(O)c1ccc(S(=O)(=O)NC2CC2)cc1	-2.6	i	-8.2	i	i	-4.3	i	i	i	.	-1.4
44	COc1ccc(C(=O)N2CCN(CCc3ccccn3)CC2)cc1	-2.8	i	-1.8	i	i	.	i	i	i	6.0	1.0
45	COc1ccc(S(=O)(=O)N2CCN(C3CCCCCCC3)CC2)cc1	2.8	i	-7.2	i	i	-1.0	i	i	i	-3.1&3.9	1.9
46	CN1CCN(CC#CC2(O)CCCCC2)CC1	-0.5	i	-3.5	i	i	-3.7	i	i	i	0.4	3.4
47	CC1CC(=O)N(CC(=O)Nc2ccc3c(c2)OCCO3)c2ccccc2S1 (centres undefined)	-2.9	i	-16.9	i	i	6.3	i	i	i	8.1	-2.5
48	Cc1ccc(-c2cc(C(=O)N/N=C/C=C/c3ccccc3)n[nH]2)s1	0.8	i	-8.4	i	i	9.6	i	i	i	3.1	0.7

Compound activity as filed in PubChem BioAssay.

Only part of the results is shown; count on the stated rates, not on these rows.
